Screening data as filed in PubChem.
Epigenetic reg – derepresses silenced GFP reporter in murine cells; AID 1865; murine LDR cells, GFP reporter derepression, 30 h; Potency, µM (series often up to 53.9 µM), for inactives: at the highest dose GFP activation, hits mostly activators; hit rate 0.2% among 280,000; further: potency means the concentration at half of the fitted maximal effect; % of control where 0% means no effect; nearly all actives have a fitted effect of over 60% in size
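Derepression of a silenced CMV-GFP reporter in murine LDR cells is scored by enumerating GFP-positive cells with a laser-scanning microplate cytometer after 30 hours of treatment at 37 C.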
IMPase Li cell – IMPase inhibition in cells with lithium potentiation; CHO-M1 cells, IP1 TR-FRET (IP-One), carbachol + lithium; Potency, µM (series often up to 59.4 µM), for inactives: top-dose activity, negative = IMPase inhibition, most hits filed as inhibitors; hit rate 0.35% among 210,000;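 further: IP1 builds up when IMPase is blocked and the TR-FRET signal falls; potency means the concentration at half of the fitted maximal effect; plate controls were basal vehicle for no effect and high inhibitor control for full effect; nearly all actives have a fitted effect of over 50% in size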
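Concentration–response in CHO-M1 cells, lithium-potentiated; 30 min at 37C. IP1 detected by competitive TR-FRET after 10 min lysis at RT. Hill-fitted AC50.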
CBFb RUNX1 block – blocks binding between human CBF-beta and RUNX1. Q01196+Q13951. AlphaScreen CBFb-His/RUNX1-biotin binding, biochemical. Potency, µM (doses to about 59.8 µM), inactives show at the highest dose activity, negative = inhibition, most hits filed as inhibitors. 230,000 tested, under 10 active. AID 1477; further: % of control where 0% means no effect
Target sequence (Q01196 whole entry, looked up): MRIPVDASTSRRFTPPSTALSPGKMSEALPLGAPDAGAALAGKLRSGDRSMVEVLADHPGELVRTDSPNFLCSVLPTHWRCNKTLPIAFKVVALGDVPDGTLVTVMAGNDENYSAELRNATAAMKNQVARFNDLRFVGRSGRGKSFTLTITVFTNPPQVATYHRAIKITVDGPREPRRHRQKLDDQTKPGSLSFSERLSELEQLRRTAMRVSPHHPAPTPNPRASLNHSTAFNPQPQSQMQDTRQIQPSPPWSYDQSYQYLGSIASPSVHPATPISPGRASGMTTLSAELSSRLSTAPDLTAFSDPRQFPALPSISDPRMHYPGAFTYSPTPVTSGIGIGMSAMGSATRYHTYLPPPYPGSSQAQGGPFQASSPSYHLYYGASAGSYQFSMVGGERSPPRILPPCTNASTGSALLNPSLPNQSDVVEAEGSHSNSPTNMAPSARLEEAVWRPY
Target sequence (Q13951 whole entry, looked up): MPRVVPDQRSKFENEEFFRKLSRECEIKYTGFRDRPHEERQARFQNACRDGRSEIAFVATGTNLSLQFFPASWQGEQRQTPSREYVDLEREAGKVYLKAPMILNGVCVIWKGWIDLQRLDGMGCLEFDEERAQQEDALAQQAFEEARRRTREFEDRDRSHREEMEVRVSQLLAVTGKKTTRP
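Proteins preincubated together for 20 min at RT before compound addition; 15 min later, nickel and streptavidin beads were added and left 90 min prior to AlphaScreen measurement.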
NPSR antag – neuropeptide S receptor (human) antagonism, cAMP | CHO-NPSR cells, cAMP TR-FRET, antagonist mode | Potency, µM (doses to about 38.3 µM), inactives show at the highest dose activity change, negative = inhibition, hits mostly inhibitors | AID 1461 | hit rate 1% among 220,000; further: potency means the concentration at half of the fitted maximal effect; on the % scale 0 is the no-effect control and ±100 the full control effect; nearly all actives have a fitted effect of over 50% in size; many of its hits are not listed in these tables
Target sequence (Q6W5P4 whole entry, looked up): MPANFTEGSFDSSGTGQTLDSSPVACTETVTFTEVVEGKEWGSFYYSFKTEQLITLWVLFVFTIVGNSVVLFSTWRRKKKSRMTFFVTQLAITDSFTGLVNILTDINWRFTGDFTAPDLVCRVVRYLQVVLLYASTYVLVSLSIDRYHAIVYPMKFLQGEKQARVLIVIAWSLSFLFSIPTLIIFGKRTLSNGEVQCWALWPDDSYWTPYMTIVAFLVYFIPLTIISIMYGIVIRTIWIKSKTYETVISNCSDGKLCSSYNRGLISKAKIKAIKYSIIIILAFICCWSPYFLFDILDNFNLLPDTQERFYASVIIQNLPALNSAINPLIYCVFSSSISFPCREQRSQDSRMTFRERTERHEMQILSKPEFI
Lamin A splicing – modulators of lamin A splicing | HeLa LMNA splicing GFP/RFP minigene ratio, 48 h | Potency, µM (titrated, usually from 46.1 µM), without a hit: at the top dose ratio change, negative = inhibition, most hits filed as inhibitors | hit rate 0.01% among 200,000 | AID 1487; active means well fitted inhibition curve with a large enough effect in the signal ratio, with a control signal flat, not every such curve was filed as active; inconclusive means small, poorly fitted or top-dose-only effect, or effect the other way, or a change in a side signal; the % refers to the signal ratio; further: potency means the concentration at half of the fitted maximal effect; on the % scale 0 is the no-effect control and ±100 the full control effect
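S3 HeLa cells stably expressing lamin A-EGFP splicing minigene plus DsRed2, 600 cells/well, 48 h compound exposure at 37C. Laser-scanning cytometry; analysed as GFP (500-530 nm)/RFP (575-640 nm) total intensity ratio; 0.5% DMSO vehicle.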
aGal spleen mod – inhibitors or activators of human alpha-galactosidase in spleen homogenate; hit rate 0.008% among 240,000; human spleen homogenate, 4MU-alpha-Gal fluorescence, 40 min; Potency, µM (doses to about 80 µM), without a hit: at the highest dose activity change, negative = inhibition, most hits filed as inhibitors; P06280;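 further: potency means the concentration at half of the fitted maximal effect; 0% = enzyme with vehicle and -100% = no enzyme basal signal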
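Human spleen homogenate (1 ug) was the enzyme source, with 4-methylumbelliferyl-alpha-D-galactopyranoside (1 mM final) in pH 5.0 citrate buffer with 0.01% Tween-20. Compounds were titrated; after 40 min at 37C, NaOH/glycine stop, 4-MU fluorescence read; AC50 from Hill fits.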
Luc counter – blocks Kinase-Glo luciferase, a counter-screen artifact | Potency, µM (top dose mostly 38.3 µM), for the others: at the top dose activity change, negative = inhibition, hits mostly inhibitors | Kinase-Glo luciferase, ATP luminescence, 8 min | hit rate 0.28% among 200,000 | AID 1379; further: potency means the concentration at half of the fitted maximal effect; on the % scale 0 is the no-effect control and ±100 the full control effect; nearly all actives have a fitted effect of over 60% in size
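Inhibition of Kinase-Glo luciferase light generation was assessed at 10 uM ATP in pH 7.2 imidazole buffer, with luminescence measured after eight minutes at ambient temperature.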
An asterisk follows results filed as active; [ ] = remark or other dose. Unless noted, the call rests on the fitted dose curve; in most records, active means well fitted curve in the direction sought with a large enough effect; inconclusive means small, poorly fitted or top-dose-only effect, or another doubt; inactive means no such curve, though single readings can be large; an effect the other way counts as inactive or inconclusive. Some of the compounds tested. The share of hits here may be higher or lower than overall.

`CCOC(=O)C1CCCN(CC(=O)Nc2cccc(C(C)=O)c2)C1` (centres undefined) gave Epigenetic reg -1.3%, IMPase Li cell 12%, CBFb RUNX1 block 3%, NPSR antag 8%, Lamin A splicing inconclusive, aGal spleen mod 3% and Luc counter 1%.
For O=C(NCc1ccncc1)Nc1ccccc1F the results were Epigenetic reg -0.9%, IMPase Li cell -7%, CBFb RUNX1 block 1%, NPSR antag 14%, Lamin A splicing 3%[46 µM], aGal spleen mod -5% and Luc counter -2%.
COCCN1C=C(C(=O)OC)C(c2ccc3c(c2)OCO3)C(C(=O)OC)=C1 was read as Epigenetic reg 0.8%, IMPase Li cell -1%[38.3 µM], CBFb RUNX1 block 11%, NPSR antag -4%[46.1 µM], Lamin A splicing 3%, aGal spleen mod 10% and Luc counter 1%.
Screening CC1(C)CC(=O)C/C(=N/NC(=O)COc2ccc(Cl)cc2Cl)C1 returned Epigenetic reg 0.1%, CBFb RUNX1 block 4%, NPSR antag 3% and aGal spleen mod 20%.
Screening CCOC(CCn1c(SCC(=O)Nc2cc(C)on2)nc2ccccc2c1=O)OCC returned Epigenetic reg -1.5%, IMPase Li cell 13%, CBFb RUNX1 block 20%, NPSR antag -21%, Lamin A splicing 4%[46 µM], aGal spleen mod -3% and Luc counter 2%.
Screening Cc1ccc(C(=O)Nc2ccccc2-c2ccccc2)cc1S(=O)(=O)Nc1cccc(C)c1C returned Epigenetic reg -1.8%, IMPase Li cell 21%[38.3 µM], CBFb RUNX1 block 3%, NPSR antag inconclusive, Lamin A splicing 6%, aGal spleen mod -8% and Luc counter -2%.
CO/N=C/C(=N\Nc1ccc(OC)cc1)C(=O)c1ccc(F)cc1 was read as Epigenetic reg inconclusive, IMPase Li cell 11%, CBFb RUNX1 block -11%, NPSR antag -50%, Lamin A splicing inconclusive, aGal spleen mod 12% and Luc counter 2%.
For COc1ccc(CCNC(=O)COC(=O)Cn2cnc3ccccc3c2=O)cc1 the results were Epigenetic reg -3.1%, CBFb RUNX1 block 1%, NPSR antag 10% and aGal spleen mod 2%.
COc1ccc(C(=O)Nc2cccc(N(C)S(C)(=O)=O)c2)cc1OC was read as Epigenetic reg 2.1%, IMPase Li cell 9%[38.3 µM], CBFb RUNX1 block 5%, NPSR antag -5%[46.1 µM], Lamin A splicing -5%, aGal spleen mod -3% and Luc counter -11%.
Screening C/C(=C\C(=O)C(F)(F)F)Nc1ccc(C(F)(F)F)cc1 returned Epigenetic reg -0.9%, IMPase Li cell -4%, CBFb RUNX1 block 12%, NPSR antag 2%[46.1 µM], Lamin A splicing -4%, aGal spleen mod -1% and Luc counter 9%.
Cc1ccc(NC(=O)CC2SC(=Nc3ccc(O)cc3)NC2=O)cc1 (centres undefined) was read as Epigenetic reg -3.6%, IMPase Li cell 9%, CBFb RUNX1 block -5%, NPSR antag 2%, aGal spleen mod -15% and Luc counter 1%.
Screening O=C(c1nc2ccccn2c1CNCC1OCCc2ccccc21)N1CCOCC1 (centres undefined) returned Epigenetic reg 1.0%, IMPase Li cell 7%, CBFb RUNX1 block 6%, NPSR antag -17%, aGal spleen mod 1% and Luc counter -2%.
Screening CCOc1ccc(OCCCC(=O)NC2=NCCS2)cc1 returned Epigenetic reg -2.9%, IMPase Li cell 20%[38.3 µM], CBFb RUNX1 block -1%, NPSR antag 5%[46.1 µM], Lamin A splicing 0%, aGal spleen mod -4% and Luc counter 16%.
For COc1ccc(CCC(=O)N2CCN(S(=O)(=O)c3ccc4ccccc4c3)CC2)cc1 the results were Epigenetic reg -2.5%, IMPase Li cell 4%[38.3 µM], CBFb RUNX1 block 1%, NPSR antag -24%[46.1 µM], Lamin A splicing inconclusive, aGal spleen mod -5% and Luc counter -5%.
Screening CCNC(=O)CC1SC(=Nc2ccc(C)cc2)N(CC)C1=O (centres undefined) returned Epigenetic reg -1.2%, IMPase Li cell -4%[38.3 µM], CBFb RUNX1 block 6%, NPSR antag -7%[46.1 µM], Lamin A splicing 15%, aGal spleen mod -2% and Luc counter -5%.
Screening Cc1ccccc1Nc1nc(N)nc(CSc2nncn2C)n1 returned Epigenetic reg -0.2%, IMPase Li cell 3%, CBFb RUNX1 block -20%, NPSR antag 7%, aGal spleen mod 3% and Luc counter -1%.
`CC(C)(O)C#Cc1ccc(C(=O)N2CCN(C(=O)c3ccco3)CC2)cc1` gave Epigenetic reg 0.1%, IMPase Li cell -1%[38.3 µM], CBFb RUNX1 block 4%, NPSR antag -5%[46.1 µM], Lamin A splicing -2%, aGal spleen mod 5% and Luc counter 0%.
`C[N+](C)(C)CCCN1C(=O)CCCC1=O` gave Epigenetic reg -1.1%, IMPase Li cell -24%[38.3 µM], CBFb RUNX1 block -3%, NPSR antag -7%[46.1 µM], Lamin A splicing 8%, aGal spleen mod 5% and Luc counter -4%.
Screening O=[N+]([O-])c1ccc(OCc2cccc(COc3ccc([N+](=O)[O-])cc3)n2)cc1 returned Epigenetic reg 0.0%, IMPase Li cell -6%, CBFb RUNX1 block 5%, NPSR antag 4%, Lamin A splicing inconclusive, aGal spleen mod -8% and Luc counter -1%.
Screening O=C(/C=C/Nc1ccc(F)cc1)c1ccco1 returned Epigenetic reg -1.0%, IMPase Li cell -6%[38.3 µM], CBFb RUNX1 block -9%, NPSR antag -11%[46.1 µM], Lamin A splicing 11%, aGal spleen mod 7% and Luc counter inconclusive.

Random excerpt: 3 records from the list
COc1ccc(C(=O)Nc2cccc(N(C)S(C)(=O)=O)c2)cc1OC was read as Epigenetic reg 2.1%, IMPase Li cell 9%[38.3 µM], CBFb RUNX1 block 5%, NPSR antag -5%[46.1 µM], Lamin A splicing -5%, aGal spleen mod -3% and Luc counter -11%.
Screening Cc1ccccc1Nc1nc(N)nc(CSc2nncn2C)n1 returned Epigenetic reg -0.2%, IMPase Li cell 3%, CBFb RUNX1 block -20%, NPSR antag 7%, aGal spleen mod 3% and Luc counter -1%.
Screening CC1(C)CC(=O)C/C(=N/NC(=O)COc2ccc(Cl)cc2Cl)C1 returned Epigenetic reg 0.1%, CBFb RUNX1 block 4%, NPSR antag 3% and aGal spleen mod 20%.

Further results:
`CCOc1ccc2nc(C)cc(Nc3ccc4c(c3)OCCO4)c2c1` gave Epigenetic reg -2.3%, IMPase Li cell 7%[38.3 µM], CBFb RUNX1 block -11%, NPSR antag -1%[46.1 µM], Lamin A splicing 10%, aGal spleen mod 4% and Luc counter -11%.
C=CCNC(=O)c1ccc(C(=O)c2ccccc2)cc1 was read as Epigenetic reg 5.0%, IMPase Li cell 1%[38.3 µM], CBFb RUNX1 block -9%, NPSR antag -9%[46.1 µM], Lamin A splicing inconclusive, aGal spleen mod -21% and Luc counter -1%.
CCOC(=O)c1cn(CC(=O)Nc2ccccc2C(=O)OCC)nn1 was read as Epigenetic reg 0.0%, IMPase Li cell -8%[38.3 µM], CBFb RUNX1 block 6%, NPSR antag -21%[46.1 µM], Lamin A splicing 3%[0.0737 µM], aGal spleen mod 5% and Luc counter 3%.
`Cc1nc(NC2=NCN(Cc3ccccc3)CN2)nc2ccccc12` gave Epigenetic reg -0.7%, IMPase Li cell 0%[38.3 µM], CBFb RUNX1 block 0%, NPSR antag 3%[46.1 µM], Lamin A splicing 1%, aGal spleen mod -3% and Luc counter -3%.
For OC(CNCc1ccccc1)Cn1ccc2ccccc21 (centres undefined) the results were Epigenetic reg 0.0%, IMPase Li cell 3%, CBFb RUNX1 block 4%, NPSR antag 14%, Lamin A splicing 11%, aGal spleen mod -5% and Luc counter 0%.
`Oc1cc2c(cc1CN1CCN(c3cccc(C(F)(F)F)c3)CC1)CCC2` gave Epigenetic reg -1.8%, IMPase Li cell 5%[38.3 µM], CBFb RUNX1 block 1%, NPSR antag -21%[46.1 µM], Lamin A splicing 3%[0.0737 µM], aGal spleen mod -3% and Luc counter 1%.
Screening Cc1ccc(C2C(C#N)=C(N)Oc3cc4c(cc32)OCO4)cc1 (centres undefined) returned Epigenetic reg -3.0%, IMPase Li cell 31%[38.3 µM], CBFb RUNX1 block 13%, NPSR antag inconclusive, Lamin A splicing inconclusive, aGal spleen mod -4% and Luc counter 0%.
Screening CC(C)(C)C(=O)Nc1nc2c(s1)COc1ccccc1-2 returned Epigenetic reg -0.8%, IMPase Li cell 33%[38.3 µM], CBFb RUNX1 block -1%, NPSR antag -12%[46.1 µM], Lamin A splicing inconclusive, aGal spleen mod -1% and Luc counter 3%.
`Cc1ccc2nc(NCCCNC(=O)c3cnccn3)c(C#N)cc2c1` gave Epigenetic reg -7.7%, CBFb RUNX1 block 18%, NPSR antag -8%[46.1 µM], Lamin A splicing -5% and aGal spleen mod 13%.
Screening CCn1c(O)c(C=NCc2ccccc2)sc1=S returned Epigenetic reg -1.0%, CBFb RUNX1 block -14%, NPSR antag 6% and aGal spleen mod -7%.
CCCS(=O)(=O)c1nc(S(=O)(=O)c2ccc(C)cc2)c(NCc2ccco2)s1 was read as Epigenetic reg -1.9%, IMPase Li cell 1%, CBFb RUNX1 block -5%, NPSR antag -9%, Lamin A splicing 1%, aGal spleen mod -2% and Luc counter 0%.
Screening CN(C)C/C(Cl)=C(\Cl)c1ccccc1 returned Epigenetic reg -0.9%, IMPase Li cell -1%[38.3 µM], CBFb RUNX1 block 8%, NPSR antag -7%[46.1 µM], Lamin A splicing 4%, aGal spleen mod 3% and Luc counter -3%.
For COc1cc2c(cc1OC)C(c1ccc(N(C)C)cc1)CC(=O)N2 (centres undefined) the results were Epigenetic reg 0.9%, IMPase Li cell 11%[38.3 µM], CBFb RUNX1 block -14%, NPSR antag -10%[46.1 µM], Lamin A splicing -7%, aGal spleen mod 6% and Luc counter 0%.
Screening Cc1ccc(C)c(Nc2nc(N)c3ccccc3n2)c1 returned Epigenetic reg -0.4%, IMPase Li cell 20%, CBFb RUNX1 block 4%, NPSR antag -9%, Lamin A splicing 2%[46 µM], aGal spleen mod 5% and Luc counter -11%.
For Cc1ccc(S(=O)(=O)Nc2n[nH]nc2C(=O)NC2CCCCC2)cc1 the results were Epigenetic reg -1.4%, IMPase Li cell 8%, CBFb RUNX1 block 14%, NPSR antag -5%, Lamin A splicing inconclusive, aGal spleen mod 0% and Luc counter 1%.
For CCOC(=O)N1CCC(N(CCN(C)C)C(=S)Nc2ccc(Oc3ccccc3)cc2)CC1 the results were Epigenetic reg -0.4%, IMPase Li cell 9%, CBFb RUNX1 block -4%, NPSR antag -43%, aGal spleen mod 6% and Luc counter -1%.
